BoNT F protease = inhibitors of Botulinum neurotoxin F light chain protease | Multiplex microsphere protease cleavage assay, flow cytometry | inhibition, % at 10 µM | 0.22% of 360,000 active; in the data active = inhibition above about 35%, passing the limit was not always enough; inconclusive = no clear call, values can overlap the other calls; note: plate controls were buffer without enzyme for full effect and enzyme alone for no effect
TcdB GH inh = TcdB glycohydrolase inhibition. P18177. TcdB glycohydrolase enzymatic assay, plate reader. inhibition, % at 9.99 µM. 0.24% of 350,000 active; in the data active = inhibition above about 10%
Target sequence (P18177 whole entry, looked up): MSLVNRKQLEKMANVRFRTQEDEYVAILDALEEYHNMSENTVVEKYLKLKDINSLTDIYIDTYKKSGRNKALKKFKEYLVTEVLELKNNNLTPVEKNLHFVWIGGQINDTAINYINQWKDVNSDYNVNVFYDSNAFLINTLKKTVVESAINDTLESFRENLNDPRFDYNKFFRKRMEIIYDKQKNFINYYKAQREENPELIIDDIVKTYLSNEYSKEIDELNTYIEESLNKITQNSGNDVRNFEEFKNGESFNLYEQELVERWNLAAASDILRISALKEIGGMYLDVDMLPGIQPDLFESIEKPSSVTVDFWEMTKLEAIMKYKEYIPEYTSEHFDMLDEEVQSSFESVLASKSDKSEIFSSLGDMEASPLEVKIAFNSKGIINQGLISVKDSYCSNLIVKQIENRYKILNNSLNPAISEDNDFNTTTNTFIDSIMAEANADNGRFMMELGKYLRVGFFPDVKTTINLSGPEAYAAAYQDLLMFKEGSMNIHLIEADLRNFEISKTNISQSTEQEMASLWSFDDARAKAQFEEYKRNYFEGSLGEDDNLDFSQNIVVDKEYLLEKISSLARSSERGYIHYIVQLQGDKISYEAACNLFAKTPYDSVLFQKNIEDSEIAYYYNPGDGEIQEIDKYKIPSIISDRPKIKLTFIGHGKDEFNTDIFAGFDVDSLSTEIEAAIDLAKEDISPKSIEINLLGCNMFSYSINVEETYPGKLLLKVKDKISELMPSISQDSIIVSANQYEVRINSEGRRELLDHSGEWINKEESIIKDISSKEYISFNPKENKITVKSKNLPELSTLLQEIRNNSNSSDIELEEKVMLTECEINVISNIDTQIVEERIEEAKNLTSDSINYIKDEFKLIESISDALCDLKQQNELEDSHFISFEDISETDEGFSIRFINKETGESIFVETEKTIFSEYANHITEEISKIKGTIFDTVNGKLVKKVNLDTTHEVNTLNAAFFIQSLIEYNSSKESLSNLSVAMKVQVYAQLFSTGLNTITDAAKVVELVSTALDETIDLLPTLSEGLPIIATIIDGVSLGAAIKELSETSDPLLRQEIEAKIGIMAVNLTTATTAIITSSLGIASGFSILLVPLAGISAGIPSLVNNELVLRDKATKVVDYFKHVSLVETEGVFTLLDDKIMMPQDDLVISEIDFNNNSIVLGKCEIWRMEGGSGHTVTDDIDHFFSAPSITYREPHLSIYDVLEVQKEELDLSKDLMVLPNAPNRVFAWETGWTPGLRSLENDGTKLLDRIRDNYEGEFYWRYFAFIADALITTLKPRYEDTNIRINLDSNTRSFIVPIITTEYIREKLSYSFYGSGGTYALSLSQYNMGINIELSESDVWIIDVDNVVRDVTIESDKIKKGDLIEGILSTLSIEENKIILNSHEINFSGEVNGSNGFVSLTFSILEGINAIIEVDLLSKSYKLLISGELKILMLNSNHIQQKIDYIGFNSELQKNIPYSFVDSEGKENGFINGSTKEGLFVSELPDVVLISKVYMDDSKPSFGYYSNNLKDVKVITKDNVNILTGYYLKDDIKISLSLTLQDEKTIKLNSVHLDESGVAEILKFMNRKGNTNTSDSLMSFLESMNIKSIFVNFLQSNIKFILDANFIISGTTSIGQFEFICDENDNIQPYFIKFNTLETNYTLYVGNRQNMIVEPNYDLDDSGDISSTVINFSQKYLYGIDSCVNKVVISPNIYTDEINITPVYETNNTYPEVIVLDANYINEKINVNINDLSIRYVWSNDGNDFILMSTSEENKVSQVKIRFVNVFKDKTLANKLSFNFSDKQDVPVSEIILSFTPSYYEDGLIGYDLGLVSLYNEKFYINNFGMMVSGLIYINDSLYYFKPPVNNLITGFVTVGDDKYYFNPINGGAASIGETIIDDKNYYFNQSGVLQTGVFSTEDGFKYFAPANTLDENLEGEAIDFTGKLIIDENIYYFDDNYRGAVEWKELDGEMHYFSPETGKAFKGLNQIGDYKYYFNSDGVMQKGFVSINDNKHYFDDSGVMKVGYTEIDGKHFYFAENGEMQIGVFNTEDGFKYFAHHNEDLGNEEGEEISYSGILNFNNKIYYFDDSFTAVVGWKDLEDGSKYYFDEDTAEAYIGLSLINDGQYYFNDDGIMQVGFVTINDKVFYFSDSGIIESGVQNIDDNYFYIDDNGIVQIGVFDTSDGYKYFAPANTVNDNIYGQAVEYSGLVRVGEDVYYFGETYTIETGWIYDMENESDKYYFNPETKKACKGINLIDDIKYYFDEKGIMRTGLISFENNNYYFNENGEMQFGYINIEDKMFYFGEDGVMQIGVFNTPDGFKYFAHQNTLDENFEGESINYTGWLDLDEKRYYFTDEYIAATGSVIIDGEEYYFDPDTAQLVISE
BoNT-A LC inh2 = BoNT A light chain protease inhibition | multiplex microsphere protease substrate cleavage, flow cytometry | 0.17% of 360,000 active | inhibition, % at 10 µM; note: plate controls were buffer without enzyme for full effect and enzyme alone for no effect
PrPC TRFRET = reduces human prion protein on the cell surface; P04156; cell surface PrPC, TR-FRET read-out; inhibition, % at 13.8 µM; 0.43% of 370,000 active; AID 720596; in the data active = inhibition above about 24%; note: 0% = median of the test wells and 100% = reference compound wells
PfHsp40 rescue = compounds rescuing yeast from Plasmodium falciparum HSP40 toxicity; S. cerevisiae expressing PfHsp40, growth rescue, ATP luminescence; growth rescue, % at 12.5 µM; 0.68% of 340,000 active; AID 504582; in the data active = growth rescue above about 28%, passing the limit was not always enough; inconclusive = no clear call, values can overlap the other calls;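 note: yeast W303a lacking pdr1 and pdr3 grown in galactose medium; growth measured after three days at 30 °C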
Anthrax LF prot = anthrax lethal factor protease inhibition; P15917; multiplex microsphere protease cleavage assay, LF; inhibition, % at 10 µM; 0.12% of 360,000 active; note: plate controls were buffer without enzyme for full effect and enzyme alone for no effect
CCHFV vOTU inh = CCHFV vOTU protease inhibition; Pep-AMC fluorescence; inhibition, % at 11.5 µM; 0.55% of 370,000 active; in the data active = inhibition above about 30%; note: 0% = vehicle wells with enzyme and 100% = no enzyme wells
FadD28 binding = blocks FadD28 binding to the bisubstrate probe | fluorescence polarization | inhibition, % at 12.5 µM | 0.22% of 360,000 active | AID 588549; in the data active = inhibition above about 8.5%, passing the limit was not always enough; inconclusive = no clear call, values can overlap the other calls
Y pestis TopoI = Y. pestis Topo-I inhibition via cleavage products. Y. pestis Topo-I cleavage product accumulation, plate reader. activity, % at 10 µM. 0.064% of 360,000 active. AID 504884; in the data active = activity above about 50%, passing the limit was not always enough; inconclusive = no clear call, values can overlap the other calls; note: inactives centre near 2
Numbers without * were called inactive; ? = inconclusive; · = not tested or not shown. Cut-off read from the data, not from the text of the source, unless noted: active = inhibition above about 30%; inconclusive = no clear call, values can overlap the other calls; inactive = below that.

Sequence of screens: BoNT F protease, TcdB GH inh, BoNT-A LC inh2, PrPC TRFRET, PfHsp40 rescue, Anthrax LF prot, CCHFV vOTU inh, FadD28 binding, Y pestis TopoI
CC(=O)N1CCN(c2ccc(S(=O)(=O)NCCN(C(C)C)C(C)C)cc2[N+](=O)[O-])CC1
  -7.8, ·, -0.1, -24.9, -1.2, -1.0, -7.5, -1.1, -5.8
Cc1ccc(NC(=O)C2CC(=O)n3ncnc3N2)cc1C (stereo not given)
  4.0, -1.5, 0.4, -4.4, 1.5, 3.1, -6.9, -1.2, -2.3
Oc1ccc(-c2nccc(-c3ccc(Cl)cc3)n2)cc1
  3.3, 0.6, -1.0, -4.1, ·, -4.4, 10.2, -6.9, -7.8
O=C(CCNC(=O)c1ccc(Cl)cc1)NC1CCCc2ccccc21 (stereo not given)
  3.7, -0.5, -2.0, -7.5, -0.6, -2.9, -4.6, -2.3, 4.7
Cc1ccc(CS(=O)(=O)CCC(=O)NCC2CCCO2)cc1 (stereo not given)
  4.9, ·, 0.2, -4.0, 0.3, -1.7, -3.7, -2.2, 2.8
O=C(O)c1ccccc1C(=O)c1ccc(N2CCCC2)c([N+](=O)[O-])c1
  0.9, -0.9, -1.0, -2.9, -0.4, -5.5, 11.8, -3.9, -7.0
CCCCN(CC)C(=O)c1ccc(-c2ccccc2)cc1
  -6.2, 0.1, -0.5, 6.6, -1.1, 0.5, 13.9, -3.8, 39.3
C/C=C(\C)C(=O)NCCN1C2=NC[C@H](Cc3ccccc3)N2C[C@H]1Cc1ccc(O)cc1
  -30.7, ·, 0.6, ·, 1.4, -5.2, ·, -1.8, 5.0
O=C(CN1C(=O)NC2(CCOc3ccccc32)C1=O)Nc1ccc(F)c(F)c1F (stereo not given)
  -4.1, 2.1, 0.2, -2.2, 0.6, 0.7, 7.6, -2.0, -7.1
Cc1csc(NC(=O)c2cc([N+](=O)[O-])cc([N+](=O)[O-])c2)n1
  0.5, 0.2, -0.3, -27.1, -1.7, -1.1, 10.9, -2.3, -5.0
Cc1cc(C)c(C#N)c(SC2CCCCC2=O)n1 (stereo not given)
  2.0, 0.7, 0.8, -3.8, 0.3, 0.0, 3.5, 0.0, 4.3
Clc1ccc(CSc2nncn2-c2ccc3c(c2)OCCO3)cc1
  ·, 2.8, ·, 9.9, -1.5, ·, -7.9, -1.7, 23.0
COc1c(Cl)cc(Cl)cc1C(=O)n1nc(C)cc1C
  ?, ·, 0.1, -3.6, 1.5, -1.1, 7.1, -2.2, -3.2
Cc1cccc(C)c1NC(=O)C(NC=O)c1ccc(Cl)cc1 (stereo not given)
  -4.8, ·, -0.1, 1.3, -0.3, 0.5, 0.0, -4.5, -8.6
N#Cc1nc(Cc2ccccc2)oc1N1CCC(C(N)=O)CC1
  6.5, ·, -0.3, -7.4, 1.0, 0.1, 3.7, -0.2, 1.8

Reprinted from the part before: three entries, followed by the next part.
Sequence of screens: BoNT F protease, TcdB GH inh, BoNT-A LC inh2, PrPC TRFRET, PfHsp40 rescue, Anthrax LF prot, CCHFV vOTU inh, FadD28 binding, Y pestis TopoI
COc1c(Cl)cc(Cl)cc1C(=O)n1nc(C)cc1C
  ?, ·, 0.1, -3.6, 1.5, -1.1, 7.1, -2.2, -3.2
Cc1cccc(C)c1NC(=O)C(NC=O)c1ccc(Cl)cc1 (stereo not given)
  -4.8, ·, -0.1, 1.3, -0.3, 0.5, 0.0, -4.5, -8.6
N#Cc1nc(Cc2ccccc2)oc1N1CCC(C(N)=O)CC1
  6.5, ·, -0.3, -7.4, 1.0, 0.1, 3.7, -0.2, 1.8
CC(C)(C)c1ccc(C(=O)N/C(N)=N/c2nc3ccccc3o2)cc1
  0.3, ·, 1.1, ·, 1.1, 10.0, ·, 2.6, -5.0
COC(=O)COc1ccc(S(=O)(=O)N2CCN(c3ccccc3F)CC2)cc1
  -11.8, ·, 0.7, 1.3, 0.1, -4.3, -3.4, 2.3, -7.8
Cc1ccc(S(=O)(=O)c2nc(-c3cccs3)oc2N2CCC(C(N)=O)CC2)cc1
  -1.9, 1.0, -0.1, 3.9, 0.8, -7.2, 10.4, 0.9, -8.8
CC(=O)Nc1cc(-c2ccc(S(C)(=O)=O)cc2)cn2c(-c3ccc(F)c(Cl)c3)cnc12
  1.3, 0.6, 0.0, -8.4, ·, -0.5, -6.7, -5.0, 34.0
CC1CN(C(c2ccco2)c2sc3ncnn3c2O)CC(C)O1 (stereo not given)
  -5.1, -1.7, -0.5, 3.4, -0.5, -15.0, -2.2, -4.9, 2.6
O=C(O)CC1(CC(=O)Nc2ccc3c(c2)OCCCO3)CCCCC1
  ?, -0.2, -1.6, -7.1, -0.8, -16.8, -7.9, -0.9, 0.5
O=S(=O)(Nc1ccccc1)c1ccc(NS(=O)(=O)c2cccs2)cc1
  7.8, 1.7, 0.5, 6.3, 1.0, -3.9, 5.2, 0.3, 11.2
CC(C)c1ccc(OCc2cccc(C(=O)N/N=C/c3cccnc3)c2)cc1
  11.7, 0.9, 1.9, 17.5, 25.0, 0.7, 7.2, -10.2, 34.2
COCCNC(=O)c1onc(CSc2ccc(C(C)C)cc2)c1C(=O)O
  5.7, 0.7, 0.1, 2.1, -1.7, 8.4, -5.3, -0.2, -8.7
O=C(Nc1ccccc1NC(=O)c1c(F)c(F)c(F)c(F)c1F)c1c(F)c(F)c(F)c(F)c1F
  -2.1, ·, -0.6, -3.6, -1.3, 2.5, -13.8, -3.0, -5.0
Cc1coc(NC(=O)CSc2nc(-c3ccncc3)cc(C(F)(F)F)c2C#N)n1
  15.3, ·, 0.9, -4.3, -0.8, 1.1, -14.3, -3.8, -11.3
CCCc1cc(NC(=O)COC(=O)c2ccc(O)cc2O)n(-c2ccccc2)n1
  -1.2, -0.6, -0.4, 2.6, -0.7, -6.7, 19.9, -1.6, -4.6
COC(=O)CCC(=O)NC(=S)Nc1c(C)cccc1C
  -0.1, 2.3, 0.7, -0.8, 0.3, -0.6, -0.4, -3.4, -1.8
O=C(OCC(O)C(O)COC(=O)c1ccccc1)c1ccccc1 (stereo not given)
  4.5, ·, 0.3, 0.3, 2.4, 1.2, 8.3, -3.2, -1.4
O=C(Cn1nnc(-c2cccc(C(F)(F)F)c2)n1)NNS(=O)(=O)c1cccc(C(F)(F)F)c1
  -8.7, 1.3, 0.4, 0.1, -0.1, 0.6, 32.2*, -1.8, 6.0

Quoted from the listing:
FadD28 binding result of O=C(Nc1ccccc1NC(=O)c1c(F)c(F)c(F)c(F)c1F)c1c(F)c(F)c(F)c(F)c1F reads -3.0
BoNT F protease result of O=S(=O)(Nc1ccccc1)c1ccc(NS(=O)(=O)c2cccs2)cc1 reads 7.8
Y pestis TopoI result of CC(C)(C)c1ccc(C(=O)N/C(N)=N/c2nc3ccccc3o2)cc1 reads -5.0
TcdB GH inh result of O=C(O)c1ccccc1C(=O)c1ccc(N2CCCC2)c([N+](=O)[O-])c1 reads -0.9

Returning to the listing, starting two compounds before the break.
Sequence of screens: BoNT F protease, TcdB GH inh, BoNT-A LC inh2, PrPC TRFRET, PfHsp40 rescue, Anthrax LF prot, CCHFV vOTU inh, FadD28 binding, Y pestis TopoI
O=C(OCC(O)C(O)COC(=O)c1ccccc1)c1ccccc1 (stereo not given)
  4.5, ·, 0.3, 0.3, 2.4, 1.2, 8.3, -3.2, -1.4
O=C(Cn1nnc(-c2cccc(C(F)(F)F)c2)n1)NNS(=O)(=O)c1cccc(C(F)(F)F)c1
  -8.7, 1.3, 0.4, 0.1, -0.1, 0.6, 32.2*, -1.8, 6.0
CCOc1cc(C2C3=C(CC(C)(C)CC3=O)N(CCOC)C3=C2C(=O)CC(C)(C)C3)ccc1OC
  18.6, 0.9, 0.5, -16.8, 3.1, 15.5, -5.2, -4.0, 5.7
Cc1ccc(OCC(=O)N2CCc3ccccc3C2)cc1
  ?, -0.6, -1.4, 4.2, 0.3, -0.8, -3.2, -1.7, 13.7
CCCS(=O)(=O)NC(=O)C1(C)CCCN(C(=O)c2cc(C)nn2C(C)(C)C)C1 (stereo not given)
  3.2, 0.6, 0.4, -1.6, ·, -7.5, -5.4, 1.5, 5.8
FC(F)(F)c1nnc2ccc(Sc3ccccn3)nn12
  -4.5, 0.2, 0.0, -0.5, -0.5, -0.2, 7.5, -1.2, 2.2
COc1ccc(N2CCN(CC(O)c3c[nH]c4ccc(OC)cc34)CC2C)cc1 (stereo not given)
  -7.9, ·, -0.2, -3.1, -1.5, -0.4, -1.5, -0.7, -9.2
CC(CN1CCCCC1)C(=O)NN (stereo not given)
  -8.4, -1.3, -1.4, -0.2, -0.9, -7.6, 3.6, -2.7, -7.9
COc1ccc(C(=O)Nc2ccc(C3=NNC(=O)CC3C)cc2NC(=O)c2ccc(OC)cc2)cc1 (stereo not given)
  3.0, 2.3, 0.2, -4.8, -0.9, 0.8, -2.1, -4.8, 29.4
CCc1nc2c(OCCC3CCCCC3)cccn2c1N(C)C(=O)CC(C)C
  -4.4, 1.2, -0.1, 4.8, ·, -0.8, 17.8, -0.7, 24.2
CC(=O)Oc1ccc(N(C(C)=O)S(=O)(=O)c2ccc(C)cc2C)c2ccccc12
  -9.6, 0.7, -3.9, 2.5, 0.2, -11.3, 10.7, -1.8, -2.4
CN(CC(=O)NCc1cccc(F)c1)C(=O)c1ccco1
  3.1, ·, 0.8, 2.3, 1.1, -0.1, -7.5, 0.9, -0.5
O=C1N=NC2=C1c1c3ccccc3c(O)n1CC2
  -9.5, -1.6, 0.9, 2.4, 1.2, -4.2, 26.7, -2.5, 1.4
O=C(Cn1cnc2ccccc21)N/N=C/c1ccc([N+](=O)[O-])cc1
  -1.3, 0.0, -0.5, -34.5, 0.4, -1.3, -0.2, 0.2, -8.8
COc1ccc(/C(C)=N/Nc2nc3ccccc3nc2C)cc1
  -11.9, -2.6, -0.2, 1.6, -0.1, -8.5, -4.7, -4.9, -0.2
CC1=C(C(=O)OC2CCCCC2)C(c2ccc(O)cc2)NC(=O)N1 (stereo not given)
  -8.4, 2.0, 0.3, 10.2, -0.4, -1.3, -3.7, -4.1, 0.6
COC(=O)CSc1nc(SCc2ccccc2Cl)nc2c1CCCC2
  -6.5, ·, -0.8, 4.2, 2.6, -4.4, 1.0, 0.0, 43.8

(continued)
| Molecule | BoNT F protease | TcdB GH inh | BoNT-A LC inh2 | PrPC TRFRET | PfHsp40 rescue | Anthrax LF prot | CCHFV vOTU inh | FadD28 binding | Y pestis TopoI |
| --- | --- | --- | --- | --- | --- | --- | --- | --- | --- |
| Cc1cc(C)cc(OCC(=O)Nc2nonc2NC(=O)COc2cc(C)cc(C)c2)c1 | 1.6 | · | ? | -5.1 | -0.3 | -11.2 | 0.5 | -2.3 | 0.8 |
| CCCNC(=O)C1(C)CCCN(Cc2csc3ccccc23)C1 (stereo not given) | -8.6 | 0.3 | -0.2 | 2.4 | · | -6.3 | -3.2 | -0.1 | 4.5 |
| CC(C)n1cnc2c(NCc3ccccc3)cc(OCC3CCN(C)CC3)cc21 | -21.3 | · | 3.4 | · | 1.4 | 4.7 | · | -0.4 | -28.9 |
| N/N=C(\c1ccccc1)c1cc(Cl)ccc1N | ? | 1.1 | 5.4 | 3.3 | -0.1 | 17.5 | -16.0 | -0.2 | -5.6 |
| CC1CCCN(S(=O)(=O)c2cc(Cl)ccc2Cl)C1 (stereo not given) | -3.7 | · | -1.3 | 2.2 | 16.0 | -5.5 | -0.4 | -5.3 | 12.2 |
| CN1CCN(C(=O)CSc2nc3ccc(NC(=O)c4ccccc4F)cc3s2)CC1 | -3.2 | 1.6 | -0.2 | 9.8 | 0.7 | 1.7 | -3.4 | -3.0 | 13.6 |
| O=c1cc(C(F)(F)F)[nH]c2c(OC(F)(F)F)cccc12 | ? | -7.9 | ? | 7.3 | 0.2 | -15.3 | 5.9 | -1.3 | 2.9 |
| COCc1cc(=O)[nH]c(SCC(=O)c2ccccc2)n1 | ? | 2.2 | -0.3 | 7.8 | 0.1 | -1.7 | -1.3 | -0.9 | 0.7 |
| CSc1ccc(/C=N/NC(=O)CN2CCN(Cc3ccc(C)cc3)CC2)cc1 | 0.4 | · | 0.1 | -1.0 | -1.0 | -2.0 | 22.5 | -4.8 | 3.3 |
| CCOC(=O)c1cnc2c(cnn2C)c1Oc1ccc(OC)cc1 | 2.0 | 3.6 | 0.0 | -1.2 | -0.2 | -3.1 | 2.3 | -3.3 | 7.9 |
| CC1CCN(C(=S)c2ccc(N(C)C)cc2)CC1 | -2.2 | -0.4 | -0.3 | 2.0 | -0.3 | 0.5 | 12.1 | -1.0 | 4.7 |

From PubChem BioAssay
